# GDH-TPI counter: GDH-TPI coupled enzyme inhibition counter-screen. inhibition, % at 4.8 µM. GDH-TPI coupled enzyme counterscreen, NADH absorbance. AID 588335. 1.2% of 360,000 active; in the data active = inhibition above about 30%;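 note: 0% = DMSO wells and 100% = wells lacking the enzyme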
# Mtb BioA inh: inhibitors of Mycobacterium tuberculosis BioA enzyme. purified M. tuberculosis BioA enzyme, plate reader. inhibition, % at 9.99 µM. 0.096% of 360,000 active; in the data active = inhibition above about 40%; inconclusive = no clear call, values can overlap the other calls
# Mtb FBA inh: inhibitors of M. tuberculosis fructose-bisphosphate aldolase; P9WQA3; purified M. tuberculosis FBA, fluorescence read-out; inhibition, % at 1 µM; 2.3% of 360,000 active; AID 588726; in the data active = inhibition above about 27%;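 note: 0% = vehicle and 100% = reference inhibitor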
# Target sequence (P9WQA3 whole entry, looked up): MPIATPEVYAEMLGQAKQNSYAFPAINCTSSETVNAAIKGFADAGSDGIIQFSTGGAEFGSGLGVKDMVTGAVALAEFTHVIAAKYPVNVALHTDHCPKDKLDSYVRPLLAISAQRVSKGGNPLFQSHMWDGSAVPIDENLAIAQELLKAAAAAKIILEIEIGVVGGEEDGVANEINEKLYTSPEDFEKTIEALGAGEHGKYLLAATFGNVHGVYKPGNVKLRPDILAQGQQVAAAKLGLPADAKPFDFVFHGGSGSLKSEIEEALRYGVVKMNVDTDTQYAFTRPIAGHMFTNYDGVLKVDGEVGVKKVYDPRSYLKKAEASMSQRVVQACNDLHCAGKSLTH
# FadD28 binding: inhibitors of Mycobacterium tuberculosis FadD28 bisubstrate binding; 0.22% of 360,000 active; inhibition, % at 12.5 µM; FadD28 bisubstrate probe binding, fluorescence polarization; in the data active = inhibition above about 8.5%, passing the limit was not always enough; inconclusive = no clear call, values can overlap the other calls
# PfHsp40 rescue: rescue of PfHsp40-mediated yeast toxicity; S. cerevisiae expressing PfHsp40, growth rescue, ATP luminescence; growth rescue, % at 12.5 µM; 0.68% of 340,000 active; in the data active = growth rescue above about 28%, passing the limit was not always enough; inconclusive = no clear call, values can overlap the other calls;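 note: yeast W303a lacking pdr1 and pdr3 grown in galactose medium; growth measured after three days at 30 °C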
# TcdB inh: blocks C. difficile toxin B glycohydrolase activity | P18177 | 0.24% of 350,000 active | TcdB glycohydrolase enzymatic assay, plate reader | inhibition, % at 9.99 µM; in the data active = inhibition above about 10%
# Vc quorum ag: inducers of Vibrio cholerae quorum light production without autoinducers. 0.16% of 350,000 active. V. cholerae BH1578 lux reporter, luminescence, 6 h. activation, % at 18.7 µM; in the data active = activation mostly above about 9.7%, no sharp cut-off; inconclusive = no clear call, values can overlap the other calls; inactive = mostly below about 3.7%; note: not every result past the cut was called active; inactives centre near 0; reference of the scale not given here
# Mtb UGM inh: blocks M. tuberculosis UGM enzyme | P9WIQ1 | 0.06% of 320,000 active | purified UGM, fluorescence polarization probe displacement | inhibition, % at 10 µM | AID 504406; in the data active = inhibition above about 10%, passing the limit was not always enough; inconclusive = no clear call, values can overlap the other calls
# Target sequence (P9WIQ1 whole entry, looked up): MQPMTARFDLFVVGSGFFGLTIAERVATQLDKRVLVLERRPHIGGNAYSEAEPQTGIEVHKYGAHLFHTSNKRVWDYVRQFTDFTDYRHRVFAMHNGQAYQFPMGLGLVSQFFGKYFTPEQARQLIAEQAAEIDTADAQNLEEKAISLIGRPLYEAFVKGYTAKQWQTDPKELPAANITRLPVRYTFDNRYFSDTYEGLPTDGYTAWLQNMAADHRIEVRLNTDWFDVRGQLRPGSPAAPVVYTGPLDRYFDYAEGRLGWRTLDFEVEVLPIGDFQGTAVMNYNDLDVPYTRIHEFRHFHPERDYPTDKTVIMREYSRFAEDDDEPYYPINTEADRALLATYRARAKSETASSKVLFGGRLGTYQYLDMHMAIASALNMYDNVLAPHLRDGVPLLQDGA
# Y pestis TopoI: inhibitors of Yersinia pestis topoisomerase I; Y. pestis Topo-I cleavage product accumulation, plate reader; activity, % at 10 µM; 0.064% of 360,000 active; in the data active = activity above about 50%, passing the limit was not always enough; inconclusive = no clear call, values can overlap the other calls; note: inactives centre near 2
# * marks the source's active call; other numbers are inactive results; i = inactive; ? = inconclusive; nt = not tested or not shown.
SMILES,GDH-TPI counter,Mtb BioA inh,Mtb FBA inh,FadD28 binding,PfHsp40 rescue,TcdB inh,Vc quorum ag,Mtb UGM inh,Y pestis TopoI
CC(C)(C)CN1CCNC[C@H]1Cc1cccc2ccccc12,6,-4.2,6,-4.4,-0.6,2.3,i,3.1,4
Fc1ccc(CNc2ccc(N3CCN(Cc4ccccc4)CC3)cc2)cc1,6,0.6,2,0.7,1.2,-0.3,-0.3,2.7,-6
Cc1ccc(C(=O)NC(=S)NCCN2CCOCC2)cc1,9,-0.8,-3,-0.7,-0.5,2.4,-0.1,0.4,12
CNC(=O)c1ccc(NC(=O)/C=C/c2cccc(F)c2)cc1,9,nt,-2,-4.1,114*,1.2,i,0.5,0
CS/C(N)=N/N=C/c1c(O)ccc2ccccc12,12,nt,1,0.2,-0.8,1.1,-0.5,2.1,1
Cc1cc2[nH]c(=O)c(=O)[nH]c2cc1S(=O)(=O)N1CCN(c2cccc(C)c2C)CC1,-2,-1.7,2,-5.3,-0.5,0.7,-0.2,-0.9,20
CC1=[N+](C)N(c2ccccc2)C(=O)C1N=Cc1ccc(Cl)cc1 (stereo unspecified),3,nt,-1,-0.8,1.6,-0.3,i,0.5,19
CC1(C)C(=O)C=CC(=O)C(C)(C)C(=O)C=CC(=O)C(C)(C)C2=CC=C(O2)C(C)(C)C(=O)C=CC1=O,5,nt,-1,-3.2,-1.3,-0.5,nt,nt,15
O=C(Nc1nc(-c2ccccc2)cs1)c1cccnc1,2,0.0,-1,-4.5,0.9,nt,-2.0,-0.4,-1
COc1cccc(OCCCN2CCCCCC2)c1,0,nt,5,-0.1,-2.0,0.5,-0.1,-0.6,-3
O=C(/C=C/c1c(Cl)cccc1Cl)N1CCN(c2ncccn2)CC1,8,1.1,3,-0.5,8.6,nt,-0.5,0.7,2
O=C1NC2(CCCCCC2)Cc2ccccc21,20,-1.4,1,-2.3,-2.5,1.5,-7.1,2.9,2

# Copied from the list.
# CC1(C)C(=O)C=CC(=O)C(C)(C)C(=O)C=CC(=O)C(C)(C)C2=CC=C(O2)C(C)(C)C(=O)C=CC1=O in PfHsp40 rescue: -1.3
# Cc1ccc(C(=O)NC(=S)NCCN2CCOCC2)cc1 in GDH-TPI counter: 9

# Remaining list, next part.
SMILES,GDH-TPI counter,Mtb BioA inh,Mtb FBA inh,FadD28 binding,PfHsp40 rescue,TcdB inh,Vc quorum ag,Mtb UGM inh,Y pestis TopoI
O=c1[nH]c(=S)[nH]c(O)c1N=Nc1cc(S(=O)(=O)Nc2ccc(Cl)cc2)ccc1Cl,12,0.8,-4,1.4,-0.4,5.2,i,-1.6,-11
CC/C(=N/Nc1ccccc1C)c1cnnc(SC)n1,14,-0.3,0,-3.4,-0.6,1.0,-0.6,-1.4,-1
Fc1ccc(-c2ccc3nccn3c2)cc1Cl,13,-1.9,13,-0.5,nt,-4.6,i,nt,-10
Cn1nnnc1SCC(=O)Nc1cc(S(=O)(=O)N2CCCCC2)ccc1Cl,0,1.5,3,-3.3,0.4,0.9,i,3.6,1
Cc1ccc(C(=O)OCC(=O)NCCN2C(=O)CSC2=O)cc1,6,nt,-8,-1.6,-2.0,1.2,i,-0.7,-5
COC(=O)C1=C(NC(C)=O)CCS1,14,nt,1,-3.0,-0.6,nt,-0.4,-2.5,-1
Cc1ccc(S(=O)(=O)N2C[C@H]3C(=O)C[C@@H](c4ccccc4F)N(S(=O)(=O)c4ccc(C)cc4)[C@H]3C[C@H]2c2cccc3ccccc23)cc1,7,-1.3,0,-2.2,nt,0.8,-0.2,nt,4
CN(C)S(=O)(=O)c1ccc(C(=O)Nc2ccc(S(=O)(=O)NC3=NCCCCC3)cc2)cc1,2,-0.1,-3,-1.8,0.8,nt,nt,-2.3,1
COc1cc(/C=N/N=C2\CC3CCC2(C)C3(C)C)ccc1O (stereo unspecified),16,0.1,3,-1.0,-1.5,nt,i,-1.2,8
CCn1c2ccccc2c2nnc(SCCCn3c(=O)[nH]c4ccccc43)nc21,10,1.8,-4,-7.3,1.4,nt,i,1.2,31
CC1=C(C(=O)OCc2ccccc2)C(c2ccccc2-c2ccccc2)NC(=O)N1CCCCCC(=O)O (stereo unspecified),10,2.8,-1,-6.7,1.3,-1.3,1.1,1.8,5
CCOC(=O)C[C@H]1c2cc(F)ccc2S(=O)(=O)N1c1ccccc1,6,1.1,-1,-1.8,-1.9,2.9,i,-0.3,7
CCC(C)(C(=O)Nc1ccc(OC)cc1)N(C)C(=O)Cn1nnnc1N (stereo unspecified),11,0.2,3,1.6,3.3,-0.5,-0.1,3.6,-3
N#CC(c1ccccc1)c1ccc(=O)[nH]n1 (stereo unspecified),6,nt,2,0.1,-0.6,1.1,-0.2,1.2,-1
Cc1ccccc1NS(=O)(=O)c1cc(C(=O)Nc2cccc([N+](=O)[O-])c2)ccc1C,-7,nt,0,1.8,2.4,-0.1,-0.4,-2.0,-24
CN(C)S(=O)(=O)c1ccc(N2CCCC2)c(C(=O)NNC(=O)COc2ccc(Cl)cc2)c1,5,0.2,-2,-6.2,-0.8,2.0,-0.1,1.0,14
CC(C)(C)c1ccc(-c2n[nH]c(=S)n2CCCN2CCOCC2)cc1,-5,nt,4,-2.8,-1.6,2.6,i,1.1,-11
Cc1ccc(C(=O)OCC(=O)N(CCc2ccccc2)Cc2ccccc2)cc1S(=O)(=O)N1CCOCC1,6,-1.8,4,-3.5,1.1,-0.5,i,0.0,-8
CCOC(=O)C1CCCN(C(=O)c2cc(Nc3ccc(OC)cc3OC)nc3ccccc23)C1 (stereo unspecified),3,-1.2,-2,5.6,0.4,nt,-0.3,1.6,6
Cc1c(NC(=O)Nc2ccc3c(c2)OCO3)c(=O)n(-c2ccccc2)n1C,1,-1.2,5,-0.1,-0.4,nt,i,0.6,2
CCCOc1ccc(-c2nc3c(c(=O)[nH]c(=O)n3Cc3ccccc3)n2CCO)cc1OCC,-1,1.1,38*,-1.9,-0.4,1.1,-0.2,-0.2,?
CCCCC/C=C/C1=CC(=O)C[C@H](c2ccc(OC)cc2)C1,8,0.9,4,1.2,44*,1.2,i,0.1,16
COc1ccc(/C=N/N=C(/N)N[N+](=O)[O-])c(OC)c1,18,2.1,6,-1.8,0.3,nt,i,-1.0,1
O=C(NCc1ccccc1)C1=C[C@@H](c2ccccc2)C[C@@H](OCCCCO)O1,19,1.2,4,-0.9,0.4,0.6,i,1.0,9
CC1(C)CC(Cc2nc(=S)[nH][nH]2)C(=O)O1 (stereo unspecified),4,nt,-2,-3.3,-0.5,2.8,2.2,-0.5,-2
Cc1ccc(NC(=O)NC(=O)CSc2nnnn2C)c(C)c1,-11,-0.8,1,-5.5,-0.2,nt,-0.4,2.7,4
O=C(COC(=O)C1(c2ccccc2F)CCCC1)NCc1cccs1,5,nt,5,0.4,0.0,1.7,-0.5,0.2,17
CCOC(=O)c1c(S(=O)(=O)NCC(=O)Nc2ccc(F)cc2)c(C)n(C)c1C,3,-1.0,1,3.7,-0.1,0.3,i,-2.8,1
Cc1onc(-c2c(F)cccc2Cl)c1C(=O)NC(=S)Nc1c(C)n(C)n(-c2ccccc2)c1=O,2,0.3,3,-1.0,0.0,4.0,-1.8,0.4,0
COc1ccc(OC)c(S(=O)(=O)N(C)CC(=O)O)c1,2,-1.8,-2,-1.9,-0.2,nt,i,-0.1,-1
O=C(NCc1cccs1)C1CCC(=O)N1C1CCCCC1 (stereo unspecified),-5,-1.0,-1,0.1,-0.8,nt,-0.3,-0.1,4
O=S(=O)(Nc1nc2ccccc2nc1Cl)c1ccc2c(c1)OCCO2,6,nt,4,-3.8,1.8,-0.9,-0.2,-0.2,1
COc1ccccc1C(O)(c1ccccc1)c1ccccc1OC,3,-2.2,-1,-1.8,0.8,1.6,-0.8,nt,33
Cc1ccccc1NC(=O)CCNS(=O)(=O)c1ccc2c(c1)CCC(=O)N2,4,0.1,1,-2.3,0.0,-1.4,-0.5,-2.1,2
COc1ccc(C(C)=O)cc1CN1C(=O)NC2(CCCCC2C)C1=O (stereo unspecified),9,6.8,1,-0.9,-0.3,nt,i,-0.6,9
CCOc1ccc(C2CC(c3ccccc3)Nc3nc(N)nn32)cc1 (stereo unspecified),-6,-4.2,1,-4.7,-0.2,nt,-2.5,2.2,3
COc1ccccc1N1CCN(C(=O)c2oc3ccc(Br)cc3c2C)CC1,-3,nt,-2,-1.8,5.2,1.4,-0.2,-1.1,?
COc1ccc(CN(C(=O)c2cc3ccccc3oc2=O)C2CCS(=O)(=O)C2)cc1OC (stereo unspecified),1,15,2,0.2,0.3,2.2,-0.3,3.0,9
Cc1ccc2c(C)cc[n+](CCCS(=O)(=O)[O-])c2c1,13,-4.5,43*,-1.0,-2.1,nt,-0.6,-2.3,-4
CCCOc1ccc(C(=O)N2CCN(Cc3ccc4c(c3)OCO4)CC2)cc1,-4,-0.4,-1,-0.9,1.0,1.1,i,-0.6,40
COc1ccccc1C(=O)N(Cc1ccc(C)o1)C1CCS(=O)(=O)C1 (stereo unspecified),-1,-3.9,1,-2.7,-1.1,0.0,-0.8,1.5,7
CCN(CC)S(=O)(=O)c1cccc(C(=O)N2CCCCC2)c1,-2,-0.7,2,0.3,0.7,nt,nt,2.2,-2
O=C(O)/C=C/C(=O)Nc1ccc(-n2nccc2C(F)(F)F)cc1,20,-1.1,3,-3.6,-0.9,0.3,1.0,-1.9,-2
Cc1cccc(C)c1NC(=S)NCc1ccccc1,-4,0.6,0,-3.2,-0.2,nt,-0.4,0.4,1
O=C(c1ccc(-c2ccccc2Cl)o1)N1CCN(c2ccccc2O)CC1,14,nt,-1,-1.1,0.6,3.0,-0.7,-1.4,30
CCOc1ccc(N(C(C)C(=O)N/N=C(\C)c2cccc(NC(=O)c3ccccc3)c2)S(C)(=O)=O)cc1 (stereo unspecified),12,6.3,0,-1.8,0.4,nt,i,0.1,-1
Cc1ccc2c(CSc3nc4ccccc4c(=O)n3CCCO)cc(=O)oc2c1,-6,nt,0,-3.3,-0.7,0.9,-0.5,nt,-2
Cc1ccc(NC(=O)NCc2cccnc2)cc1,9,-1.9,2,-1.7,-0.6,0.6,-3.4,4.1,3
COC(=O)C1CCN(C(=O)c2cc(S(=O)(=O)N3CCCCC3)ccc2Cl)CC1,-3,4.5,0,nt,-0.1,1.4,i,1.1,8
CN(c1ccc(OCC(=O)OCC(=O)Nc2ccccc2)cc1)S(=O)(=O)c1cccs1,-1,nt,3,-1.6,-0.2,1.1,-1.9,-0.5,4
CN(C)c1ccc(C(=S)NC2CCCCC2)cc1,9,nt,4,0.5,0.3,0.7,-0.2,-1.2,6
CCOC(=O)c1nn(-c2ccc(C)c(C)c2)c(=O)c(C#N)c1C,13,-1.6,2,-2.2,0.7,-0.3,i,-1.4,-4
COc1ccc(N2CCN(C(=O)c3ccc(Oc4ccc(C(F)(F)F)cn4)cc3)CC2)cc1,14,-2.4,-2,-3.5,-0.1,nt,-0.3,0.4,16
CN(Cc1ccccc1)CC(O)COc1ccc(CNCCc2ccncc2)cc1 (stereo unspecified),-10,nt,-4,-4.4,-0.5,-0.1,-0.3,-0.4,7
O=c1cc(-c2cccc([N+](=O)[O-])c2)[nH][nH]1,10,0.0,-1,-1.0,-0.4,nt,-0.7,2.2,10

# Whole records, quoted from the list. Order of values: GDH-TPI counter, Mtb BioA inh, Mtb FBA inh, FadD28 binding, PfHsp40 rescue, TcdB inh, Vc quorum ag, Mtb UGM inh, Y pestis TopoI
# Results for CN(c1ccc(OCC(=O)OCC(=O)Nc2ccccc2)cc1)S(=O)(=O)c1cccs1 → -1, nt, 3, -1.6, -0.2, 1.1, -1.9, -0.5, 4
# Results for CN(Cc1ccccc1)CC(O)COc1ccc(CNCCc2ccncc2)cc1 (stereo unspecified) → -10, nt, -4, -4.4, -0.5, -0.1, -0.3, -0.4, 7
# Results for CN(C)c1ccc(C(=S)NC2CCCCC2)cc1 → 9, nt, 4, 0.5, 0.3, 0.7, -0.2, -1.2, 6
# Results for O=c1cc(-c2cccc([N+](=O)[O-])c2)[nH][nH]1 → 10, 0.0, -1, -1.0, -0.4, nt, -0.7, 2.2, 10
# Results for COC(=O)C1CCN(C(=O)c2cc(S(=O)(=O)N3CCCCC3)ccc2Cl)CC1 → -3, 4.5, 0, nt, -0.1, 1.4, i, 1.1, 8
